Source: PubChem
ARNT TACC3 PPI = disrupts binding between human ARNT and TACC3; Q9Y6A5; AlphaScreen His-ARNT PAS-B/GST-TACC3 binding, luminescence; TACC3 fragment carries E629A point mutation; inhibition, % at 9.99 µM; 0.66% of 390,000 active; AID 623870;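 active means mean inhibition of replicates at least 50% and at least half of replicates each reaching 50%; inconclusive means half or more replicates reach 50% but mean below 50%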;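 further: 0% = complete ARNT plus TACC3 wells and 100% = ARNT alone without TACC3; many hits fall short of the cut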
LGR2 antag = blocks bursicon-induced cAMP signaling via Drosophila LGR2; HEK293 LGR2, CRE-luciferase, bursicon-stimulated, 4 h; inhibition, % at 9.99 µM; 0.35% of 380,000 active;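 active means drop in luminescence signal, shown as inhibition above about 50% in the replicate tests, limit read from the data, passing the limit was not always enough; inconclusive means probably only some replicates passing the limit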;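 further: agonist challenge used bursicon conditioned medium at about half maximal strength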
DENV2 CPE rescue = inhibitors of DENV2 cytopathic effect; DENV2-infected cells, cytopathic effect rescue, plate reader; 1.7% of 350,000 active; CPE inhibition, % at 9.99 µM; in the data active means CPE inhibition above about 20%, passing the limit was not always enough; inconclusive means no clear call, values can overlap the other calls; tested in BHK-21 cells;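 further: 0% = median of neutral control wells and 100% = median of positive control wells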
PAX8 inh HTS = PAX8 transcriptional activity inhibition; inhibition, % at 12.6 µM; 1.2% of 360,000 active; RMG-I TPO-luciferase reporter, SteadyGlo, 24 h;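 active means mean replicate inhibition at least 60% with every replicate also reaching 60%; inconclusive means only one of the two criteria is met; inactive means mean below 60% and not all replicates reaching 60%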;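 further: luciferase light reporting Pax8 driven TPO promoter activity; plate controls were median of neutral control wells for no effect and mitoxantrone controls for full effect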
Casp6 inh = blocks human caspase-6 cleavage activity; P55212; purified caspase-6, Z-VEID-R110 cleavage fluorescence; inhibition, % at 12.5 µM; 0.53% of 350,000 active; AID 686996;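 active means mean inhibition across replicates at least about 35%, with every replicate also reaching that limit, limit read from the data; inconclusive means only one of the two criteria met; inactive means neither criterion met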;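 further: 0% = median of neutral control wells and 100% = no fluorescence left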
Target sequence (P55212 24-179 limits assumed): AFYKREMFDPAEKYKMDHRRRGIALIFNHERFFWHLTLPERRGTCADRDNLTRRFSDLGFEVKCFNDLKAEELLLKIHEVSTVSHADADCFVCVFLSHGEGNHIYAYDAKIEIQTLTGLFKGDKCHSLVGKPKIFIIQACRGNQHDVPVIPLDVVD
Target sequence (P55212 194-293 limits assumed): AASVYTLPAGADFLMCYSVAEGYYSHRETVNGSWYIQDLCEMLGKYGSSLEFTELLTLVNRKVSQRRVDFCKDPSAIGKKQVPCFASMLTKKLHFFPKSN
EWS-Fli inh = inhibitors of EWS/Fli oncoprotein transcriptional activity; inhibition, % at 12.6 µM; 0.67% of 350,000 active; A673 NR0B1-luciferase reporter, viability-normalised; AID 651661;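 active means mean inhibition of at least 50% after viability correction, with every replicate also passing that limit; inconclusive means mean reaches 50% but only one of two replicates passes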;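 further: firefly luciferase signal divided by Alamar Blue viability fluorescence both relative to DMSO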
SIRT5 inh = blocks human SIRT5 desuccinylation of peptide | 1.1% of 330,000 active | Purified SirT5, succinyl-peptide AMC, trypsin-coupled fluorescence | AID 652115 | inhibition, % at 15 µM; in the data active means inhibition above about 15%; inconclusive means no clear call, values can overlap the other calls
Target sequence (Q9NXA8 whole entry, looked up): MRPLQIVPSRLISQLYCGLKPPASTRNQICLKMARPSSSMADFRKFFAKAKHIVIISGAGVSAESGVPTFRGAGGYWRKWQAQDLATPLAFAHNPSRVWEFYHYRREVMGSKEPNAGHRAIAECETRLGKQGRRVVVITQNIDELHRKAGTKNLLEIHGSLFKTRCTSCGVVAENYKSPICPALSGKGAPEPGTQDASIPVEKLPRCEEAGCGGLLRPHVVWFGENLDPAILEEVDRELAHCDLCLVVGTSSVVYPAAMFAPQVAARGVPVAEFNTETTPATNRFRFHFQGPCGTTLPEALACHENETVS
The depositor's hits bear a star; ? = inconclusive; / = no result given.

Order of results – ARNT TACC3 PPI	LGR2 antag	DENV2 CPE rescue	PAX8 inh HTS	Casp6 inh	EWS-Fli inh	SIRT5 inh
- CC12CCC(C(=O)N(CCCCN3CCN(Cc4ccccc4)CC3)C1=O)C2(C)C (stereo unspecified)
 : /	4	?	23	-5	11	-3
- Cc1ccc2c(c1)C1CN(C)CCC1N2C(=S)NC(=O)c1ccc(Br)cc1 (stereo unspecified)
 : 14	16	1	16	-7	39	3
- COCc1cc(CN2CCN(Cc3ccsc3)C(CCO)C2)ccc1OC (stereo unspecified)
 : /	2	3	-6	-3	0	-3
- Cc1ccccc1-c1csc(C(O)(c2ccccc2)C(F)(F)F)n1 (stereo unspecified)
 : /	-2	7	6	3	1	/
- COc1ccccc1CNC(=O)C[C@H]1C[C@H]2c3cc(NC(=O)Nc4ccc(C(F)(F)F)cc4)ccc3O[C@H]2[C@H](CO)O1
 : -2	-3	7	-1	3	5	-1
- O=C(CCSCc1ccccc1F)NCc1cccnc1
 : -12	-4	-2	-10	0	-4	-2
- O=C(NNC(=O)c1cccc(-n2cccc2)c1)c1ccccc1
 : -9	-21	-1	-54	-3	-36	-2
- O=C(NCc1cccc(Cl)c1)c1ccc(S(=O)(=O)N2CCCCC2)cc1
 : /	14	-3	1	0	13	2
- c1ccc2c(c1)[nH]c1ccccc12
 : 10	14	-5	/	-4	-11	/
- CC(=O)[C@H]1CC[C@@H](c2ccccc2)N(S(=O)(=O)c2ccc(C)cc2)C1
 : /	6	-3	-16	-1	6	0
- C[C@H](NC(=O)c1nc[nH]c1C(=O)N(C)Cc1ccccc1)C(=O)OC(C)(C)C
 : -4	-10	-8	-5	0	2	/
- Cc1c(Br)c(C(=O)NCc2cc3cc(Cl)ccc3[nH]2)nn1C
 : -4	/	0	11	0	8	-4
- CC1CCCCN1CCCNc1ccc(C(CC(N)=O)NC(=O)c2ccccc2)cc1[N+](=O)[O-] (stereo unspecified)
 : -13	/	5	-1	-5	-6	1
- COc1ccc(CCNC(=O)c2cccnc2SC)cc1
 : -13	22	-1	3	-1	-4	0
- Cn1c(=O)c2[nH]c(NN=Cc3cccc(Br)c3)nc2n(C)c1=O
 : -3	12	-11	8	-1	-17	/
- Oc1ccccc1C=NNC(=S)NC1CC2C=CC1C2 (stereo unspecified)
 : /	/	-2	-49	-3	-2	/
- CC(=O)N1CCOc2ccc(S(=O)(=O)NCc3ccc(F)cc3)cc21
 : -3	0	3	-15	40*	3	1
- CC1CCCC(C)N1C(=O)COC(=O)c1cc(F)c(F)cc1Cl (stereo unspecified)
 : -1	-3	-2	-4	-1	-2	-5
- COc1cc(C(=O)N2CCC3(CC2)NCCc2[nH]cnc23)cc(OC)c1OC
 : -2	-11	6	-5	2	/	-3
- COc1ccc(NCC(=O)n2c(C)c(C)c3ccccc32)cc1
 : 6	-25	-2	10	0	25	-6
- CC1(C(=O)NCc2ccccc2)CSCC(=O)N1C1CCN(Cc2ccccc2)CC1 (stereo unspecified)
 : /	-11	6	-10	-8	-7	-2
- O=C(N/N=C/c1c[nH]c2ccccc12)c1ccc(Br)cc1
 : 9	-59	1	0	1	-53	1
- C=C1C(=O)[C@@]23[C@H](O)C[C@@H]4C(C)(C)CC[C@H](O)[C@@]4(C)[C@@H]2CC[C@@H]1[C@H]3O
 : 9	59*	-3	112*	3	60*	/
- Cn1c(=O)c2cc(NC(=O)CCc3cccc(Cl)c3)ccc2n1Cc1cccc(C(F)(F)F)c1
 : /	6	0	26	0	2	/
- COC(=O)[C@@]1(Cc2ccc(OC)cc2)[C@H]2c3cc(C(=O)N4CCCC4)n(Cc4c(CO)[nH]cc(C)c4=O)c3C[C@H]2CN1C(=O)c1ccccc1
 : /	16	7	-3	2	-4	-4
- CCc1noc(C)c1C(=O)NNC(=O)c1ccccc1F
 : 4	-6	6	/	2	-1	-2
- O=C(Nc1ccn(CCCN(CCCn2ccc(NC(=O)OCc3ccccc3)nc2=O)CCc2cc3ccccc3[nH]2)c(=O)n1)OCc1ccccc1
 : -1	-5	4	?	2	35	0
- CCC(=O)N1CCC2(CC1)CN(Cc1nccs1)[C@H](CO)c1c2c2ccc(OC)cc2n1C
 : /	25	11	/	/	-5	/
- O=C(c1ccco1)N(Cc1ccc2c(c1)OCO2)Cc1cc2cc3c(cc2[nH]c1=O)OCO3
 : -9	-10	-4	9	5	-6	-4
- C[C@H]1CN([C@@H](C)CO)C(=O)c2cc(NS(=O)(=O)c3ccc(F)cc3)ccc2O[C@H]1CN(C)Cc1ccc(C(=O)Nc2ccccc2N)cc1
 : /	-7	3	3	0	13	/
- Cc1ccc([C@H]2C[C@H](O)[C@@H](n3cc(-c4ccc(F)cc4)nn3)CN2C(=O)c2cccs2)cc1
 : /	1	-2	24	1	11	-5
- NCC(=O)NNC(=O)OCC1c2ccccc2-c2ccccc21
 : 5	9	1	-7	-6	3	/
- CC1CCCCC12NC(=O)N(CC(=O)N1CCN(S(=O)(=O)c3cccs3)CC1)C2=O (stereo unspecified)
 : -1	-5	-3	7	3	-3	-5
- CCC(=O)N1CC2(CN(C(C)=O)C2)c2c([nH]c3cc(OC)ccc23)[C@H]1CO
 : /	-11	-9	-4	-2	-22	-2
- Cc1cc(C)cc(OC2CCCCC2NS(=O)(=O)c2ccccc2)c1 (stereo unspecified)
 : -24	7	-1	12	4	4	-2
- O=C(CCS(=O)(=O)Cc1ccccc1)Nc1ccc2c(c1)OCCO2
 : -7	-1	8	11	0	-3	-1
- Cc1ccc(Cl)c(NC(=O)COC(=O)CNS(=O)(=O)/C=C/c2ccccc2)c1Cl
 : -3	-19	/	7	/	/	/
- CCCCNC(=O)C1(C)CCCCN1C(=O)c1ccc2c(c1)CCO2 (stereo unspecified)
 : /	-13	-6	-2	-1	-2	-5
- C[C@@H]1CN([C@@H](C)CO)C(=O)c2cc(-c3ccccc3)cnc2O[C@H]1CN(C)Cc1ccccn1
 : /	-21	?	11	0	2	2
- NC(=O)NC(CC(=O)NCCCc1ccccc1)c1ccc(Cl)cc1 (stereo unspecified)
 : 1	-3	-7	2	1	3	0
- C[C@@H]1CN([C@@H](C)CO)C(=O)c2cc(NS(=O)(=O)c3cn(C)cn3)ccc2O[C@@H](C)CCCCO[C@@H]1CN(C)S(=O)(=O)c1ccc(Cl)cc1
 : 4	14	-11	-7	-2	-17	4
- COc1ccc(C(=O)Nc2ccc3oc(-c4cccc(F)c4)nc3c2)cc1OC
 : -13	-5	-11	-18	3	-10	/
- CCOC(=O)C1CCCN(C(=O)CNC(=O)c2ccc(Br)o2)C1 (stereo unspecified)
 : /	-7	-8	-12	-2	-3	-6
- Cc1ccc(S(=O)(=O)NC(=O)C2(C)CCN2C(=O)C2(c3ccc(Cl)cc3)CC2)cc1 (stereo unspecified)
 : /	6	-7	-5	0	2	-1
- Cc1ccc(N(C(=O)c2csnn2)C(C(=O)NC2CCCCC2)c2ccncc2)cc1 (stereo unspecified)
 : -4	-6	5	-9	-4	-5	-4
- Fc1ccc(Oc2ncccn2)c(F)c1
 : /	-8	1	9	-1	2	-2
- Cc1csc(N/N=C\c2cccnc2)n1
 : 8	22	/	-29	6	-86	/
- C[C@@H]1CN([C@H](C)CO)C(=O)CCCn2nncc2CO[C@@H]1CN(C)Cc1ccc2c(c1)OCCN2C
 : /	5	15	/	/	4	-4
- C[C@@H]1CN([C@@H](C)CO)C(=O)c2cc(-c3ccc(F)cc3)cnc2O[C@@H]1CN(C)C(=O)c1cccnc1
 : -4	-14	-3	4	0	6	-1
- Cc1cc(C)c(C2=Nn3c(C)nnc3SC2C)cc1C (stereo unspecified)
 : /	-18	-4	16	-3	/	0
- CCCc1cc(NCc2ccccn2)n2c(nc3ccccc32)c1C#N
 : -3	5	-1	17	2	35	0
- CCOC(=O)C1CCN(C(=O)Cc2ccc(-c3ccccc3)cc2)CC1
 : -12	9	-6	13	3	1	5
- COc1ccc(CCN(C)CCCN2CC(c3ccccc3)CC2=O)cc1OC (stereo unspecified)
 : -2	11	8	-3	-2	-2	-2
- COc1ccc(CN2C(=O)C(CC(=O)NCCc3ccccn3)CC(C(=O)N(C(C)C)C(C)C)=C2C)cc1 (stereo unspecified)
 : /	1	0	-17	-3	4	-3
- Cn1c(CNC(=O)CCNC(=O)c2ccccc2F)cc(=O)n(C)c1=O
 : 5	-1	-5	1	-10	-3	-5
- CCOC(=O)c1cn(C2CC2)c2c(F)c(NCCCN(C)C)c(F)cc2c1=O
 : -3	-7	?	12	-109	6	-9
- Cn1cc([C@]2(O)C(=O)Nc3c(F)cccc32)c2ccccc21
 : /	-2	1	20	2	3	-1
- N/C(=N\OC(=O)CSc1ccccc1)c1cccc([N+](=O)[O-])c1
 : -2	-12	8	-76	1	-30	-3
- O=C(COC(=O)c1cccnc1Cl)NCc1ccc2c(c1)OCO2
 : -3	-5	/	5	/	/	/
- O=C(NC(=S)N1CCN(Cc2ccccc2)CC1)c1ccco1
 : -5	35	-6	-11	2	3	0

Going on with the list:
Order of results – ARNT TACC3 PPI	LGR2 antag	DENV2 CPE rescue	PAX8 inh HTS	Casp6 inh	EWS-Fli inh	SIRT5 inh
- CCOc1ccc(N2C(=O)/C(=C\c3ccc(OC)c(O)c3)S(=O)(=O)C2c2cccc([N+](=O)[O-])c2)cc1 (stereo unspecified)
 : /	-18	1	1	1	2	-4
- Cc1nn(-c2ccccc2)c(C)c1C(=O)OCC(=O)Nc1ccccc1
 : -4	-68	-1	-50	1	-74	-4
- COc1ccc(C(=O)c2[nH]c(N)c(C(=O)c3c[nH]c4ccccc34)c2-c2ccc(OC)cc2)cc1
 : /	-1	-14	5	1	10	-2
- Cc1cc(=O)oc2cc(OCC(=O)NCC3CCCO3)ccc12 (stereo unspecified)
 : /	-3	4	-1	0	1	-8
- O=C(Nc1nc2cc3c(cc2s1)OCCO3)c1cccs1
 : -3	76*	3	43	2	31	14
- CC1(C)N=C(N)NC(Nc2ccccc2Cl)=N1
 : -5	/	8	-5	-3	1	-1
- C[C@@H]1CN([C@H](C)CO)C(=O)c2cc(C#Cc3ccncc3)cnc2O[C@H]1CN(C)S(=O)(=O)c1ccccc1F
 : -7	3	-12	/	1	2	-2
- C[C@@H]1CCCCO[C@@H](CN(C)Cc2ccncc2)[C@@H](C)CN([C@@H](C)CO)C(=O)c2cc(NC(=O)C3CCCCC3)ccc2O1
 : /	-17	/	2	/	0	/
- COc1cc(OC)nc(Nc2nc(C(N)Cc3ccc(C(F)(F)F)cc3)cs2)n1 (stereo unspecified)
 : /	31*	3	21	0	40	/
- C[C@@H]1CCCCO[C@@H](CN(C)Cc2ccncc2)[C@H](C)CN([C@H](C)CO)C(=O)c2cc(NC(=O)Cc3ccccc3)ccc2O1
 : 6	-22	-9	27	-2	2	3
- O=c1cc(C(F)(F)F)[nH]c2ccc(OC(F)(F)F)cc12
 : /	/	4	3	-3	7	-4
- O=C(CN1CCOCC1)NCC[C@H]1CC[C@H](NC(=O)c2ccccc2F)[C@H](CO)O1
 : -14	5	11	-7	-2	0	2
- COc1cc(OC)c(C(=O)OCC(=O)NC2CCCCCCC2)cc1OC
 : 0	/	-8	-11	1	2	/
- CC(=O)NC(CC(=O)NC1CCCCCC1)c1ccccc1 (stereo unspecified)
 : -8	5	/	3	/	/	/
- C=CCN1CC(COCCCC)Oc2ccc(Cl)cc2S1(=O)=O (stereo unspecified)
 : /	5	-12	14	1	9	-2
- CC(C)(CC(=O)O)Cc1nc(-c2ccc(Cl)cc2)no1
 : -4	1	?	-13	1	-11	-1
- CCOC(=O)C(C(=O)c1ccccc1)C(c1ccccc1)c1nccc2ccccc12 (stereo unspecified)
 : /	-7	-1	-1	-1	-80	/
- O=C(Nc1nccs1)c1ccc(-c2ccc([N+](=O)[O-])cc2)o1
 : 9	-18	-3	-162	0	-112	-2

Some of these compounds in order of length of the SMILES, ascending:
Order of results – ARNT TACC3 PPI	LGR2 antag	DENV2 CPE rescue	PAX8 inh HTS	Casp6 inh	EWS-Fli inh	SIRT5 inh
- CC1(C)N=C(N)NC(Nc2ccccc2Cl)=N1
 : -5	/	8	-5	-3	1	-1
- COc1ccc(C(=O)c2[nH]c(N)c(C(=O)c3c[nH]c4ccccc34)c2-c2ccc(OC)cc2)cc1
 : /	-1	-14	5	1	10	-2
- CCOc1ccc(N2C(=O)/C(=C\c3ccc(OC)c(O)c3)S(=O)(=O)C2c2cccc([N+](=O)[O-])c2)cc1 (stereo unspecified)
 : /	-18	1	1	1	2	-4
